Assay outcomes deposited in PubChem by National Center for Advancing Translational Sciences (NCATS).
Tb PFK inh: blocks T. brucei phosphofructokinase; T. brucei PFK, ADP-Glo luminescence; Potency, µM (titrated, usually from 57.5 µM), for the others: at the highest dose activity, negative = inhibition, hits mostly inhibitors; 330,000 tested, 0.17% active; AID 485367;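 also: potency is read from the fitted curve at half-maximal effect; 0% = uninhibited 1x PFK enzyme wells and -100% = no-enzyme wells; nearly all actives have a fitted effect of over 60% in size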
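Luminescent ADP detection (ADP-Glo, two-step: ATP depletion then ADP-to-ATP conversion for luciferase) reported PFK activity after 45 min room-temperature reaction of 1.25 nM enzyme with 0.5 mM F6P and 0.1 mM ATP at pH 8.0.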
USP2a block: inhibitors of human ubiquitin-specific protease USP2a. O75604. USP2 core, Ub-CHOP2 coupled fluorogenic reporter, 485/531. Potency, µM (titrated, usually from 38.3 µM), inactives show at the highest dose activity change, negative = inhibition, hits mostly inhibitors. 330,000 tested, 0.01% active;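 also: potency is read from the fitted curve at half-maximal effect; plate controls were DMSO wells for no effect and full inhibition by NEM control for full effect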
Target sequence (O75604 whole entry, looked up): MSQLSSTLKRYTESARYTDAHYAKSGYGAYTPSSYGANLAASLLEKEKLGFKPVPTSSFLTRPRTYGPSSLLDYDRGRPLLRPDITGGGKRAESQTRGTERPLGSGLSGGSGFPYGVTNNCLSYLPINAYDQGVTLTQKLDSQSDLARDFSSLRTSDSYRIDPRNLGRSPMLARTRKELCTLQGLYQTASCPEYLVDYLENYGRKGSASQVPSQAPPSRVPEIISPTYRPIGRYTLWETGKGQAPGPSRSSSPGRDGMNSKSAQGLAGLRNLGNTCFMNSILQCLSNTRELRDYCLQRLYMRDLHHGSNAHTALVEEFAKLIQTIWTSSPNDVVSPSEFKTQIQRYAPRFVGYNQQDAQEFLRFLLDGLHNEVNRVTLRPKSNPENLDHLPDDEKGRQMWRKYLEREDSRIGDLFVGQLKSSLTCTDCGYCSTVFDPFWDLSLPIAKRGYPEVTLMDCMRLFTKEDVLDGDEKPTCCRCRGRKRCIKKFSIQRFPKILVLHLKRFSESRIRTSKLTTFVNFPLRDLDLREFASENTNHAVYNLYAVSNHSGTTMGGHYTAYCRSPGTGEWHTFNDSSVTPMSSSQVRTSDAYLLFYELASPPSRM
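Cell-free coupled assay: 10nM USP2 core preincubated 30min RT with compound in Tris-HCl pH 8.0/CaCl2/CHAPS buffer, then 25nM Ub-CHOP2 and 25nM reporter substrate; fluorescence (Ex 485/Em 531) read after 60min RT, normalized to NEM inhibition, concentration-response curves fitted.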
Chronic BCR inh: inhibitors of chronic active B-cell receptor signaling; ABC-DLBCL IkBa-CBG/CBR reporter, luminescence ratio, 4 h; 340,000 tested, 0.05% active; Potency, µM (highest dose often 46.1 µM), for the others: at the highest dose ratio change, negative = lower green/red ratio, hits mostly inhibitors; active = well fitted inhibition curve with a large enough effect in the signal ratio, with a control signal flat, not every such curve was filed as active; inconclusive = small, poorly fitted or top-dose-only effect, or effect the other way, or a change in a side signal; the % refers to the signal ratio;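 also: potency is read from the fitted curve at half-maximal effect; plate controls were basal doxycycline-induced cells for no effect and cells given 10 µM MG132 for full effect; MG132 reads +100%, hits lower the ratio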
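TMD8 human ABC-DLBCL cells with doxycycline-inducible IκBα–green luciferase fusion and unfused red luciferase, in 0.5% FBS medium; compounds up to 46 uM, 4 h at 37C. Green/red luminescence ratio, filter-overlap corrected, fitted to concentration-response curves.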
TSHR antag: blocks TSH signaling through the human TSH receptor. TSHR-expressing cells, TSH-stimulated cAMP HTRF, 2 h; stronger effect = lower value. AID 504810. 330,000 tested, 0.2% active. activity change, negative = inhibition, % at 11.5 µM. P16473;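 active = activity change below a set negative limit, meaning inhibition stronger than a set level, cut at about -70% in these data; inconclusive = activity change between two set negative limits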; also: % is scaled to controls: 0 for no effect and ±100 for the full control effect
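Freshly harvested TSHR cells receive pin-tooled compound, then EC80 TSH at 4nM final. After 2 hours at 37 deg C, antibody in lysis buffer and cAMP-d2 are added; 30 minutes at ambient temperature precede the HTRF read.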
B2AR arrestin: recruits beta-arrestin to the human beta2-adrenergic receptor; beta-arrestin recruitment to beta2AR, cell-based reporter; P07550; AID 492947; 330,000 tested, 0.02% active; Potency, µM (doses to about 46.1 µM), for inactives: at the highest dose activation, most hits filed as activators;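 also: potency is read from the fitted curve at half-maximal effect; 0% = DMSO controls and full agonism = EC100 isoproterenol or metaproterenol; nearly all actives have a fitted effect of over 65% in size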
ELG1 DNA repair: inhibitors of ELG1-dependent DNA repair in HEK293T cells | Potency, µM (highest dose often 46.1 µM), for the others: at the highest dose activity change, negative = inhibition, actives largely listed as inhibitors | 330,000 tested, 2.3% active | HEK293T ELG1-luciferase reporter, luminescence, 16 h; DNA damage induced by 5-fluorouridine; also: potency is read from the fitted curve at half-maximal effect; % is scaled to controls: 0 for no effect and ±100 for the full control effect; nearly all actives have a fitted effect of over 55% in size
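HEK293T cells expressing luciferase-tagged ELG1 (2,000/well) received 5-Fluorouridine plus compound or DMSO for 16 hr at 37 °C. Luciferase was read by ONE-Glo luminescence after 30 min at room temperature.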
TCR act: activators of T cell receptors | primary human leukocytes, anti-CD3, IL-2 HTRF, 48 h | Potency, µM (series often up to 9.22 µM), for the others: at the highest dose activation of IL-2 secretion, most hits filed as activators | 330,000 tested, under 10 active; also: % of control where 0% means no effect
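Human primary leukocytes + a-CD3 beads + cpd, 48 hr; IL-2 in supernatant by HTRF (ex 320nm / em 665nm). No co-stimulatory signal supplied.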
Mito fusion yeast: mitochondrial division inhibition or fusion activation; 320,000 tested, 0.23% active; S. cerevisiae fusion-defective mutant growth rescue, CellTiterGlo 48 h; Potency, µM (doses to about 46.1 µM), without a hit: top-dose growth rescue (activation), usual class: activators;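 also: potency is read from the fitted curve at half-maximal effect; % of control where 0% means no effect; nearly all actives have a fitted effect of over 45% in size; temperature-sensitive fusion mutants such as fzo1-1 at 37 °C on non-fermentable ethanol glycerol medium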
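Read-out: ATP-based luminescence (CellTiterGlo, 10 min ambient) reporting growth of fusion-defective ts yeast after 48 hours at 37C on glycerol/ethanol YPEG medium in the presence of compound.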
PTAP TSG101 blk: blocks PTAP/TSG101 interaction to inhibit HIV-1 budding | Potency, µM (doses to about 115 µM), for the others: at the highest dose activity change, negative = inhibition, hits mostly inhibitors | Fluorescence polarization, FITC-PTAP peptide / Tsg101 binding | AID 493005 | 340,000 tested, under 10 active; active = well fitted inhibition curve with a large enough effect in the main read-out, with a control signal flat, not every such curve was filed as active; inconclusive = small, poorly fitted or top-dose-only effect, or effect the other way, or a change in a side signal; inactive = no such curve, though single readings can be large or run the other way; also: potency is read from the fitted curve at half-maximal effect; % of control where 0% means no effect
Target sequence (Q99816 whole entry, looked up): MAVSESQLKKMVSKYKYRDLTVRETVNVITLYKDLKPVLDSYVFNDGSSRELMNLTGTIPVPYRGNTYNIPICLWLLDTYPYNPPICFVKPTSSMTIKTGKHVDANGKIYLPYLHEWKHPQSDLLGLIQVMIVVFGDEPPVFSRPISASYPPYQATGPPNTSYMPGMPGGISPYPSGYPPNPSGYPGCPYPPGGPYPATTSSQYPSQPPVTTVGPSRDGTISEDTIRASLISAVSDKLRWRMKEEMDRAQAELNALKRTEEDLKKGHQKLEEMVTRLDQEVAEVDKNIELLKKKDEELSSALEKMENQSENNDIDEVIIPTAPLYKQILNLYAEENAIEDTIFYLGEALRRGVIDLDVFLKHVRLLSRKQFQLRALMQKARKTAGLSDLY
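FP read-out: FITC-PTAP peptide, 50 nM final, binding Tsg101 binding domain, 10 uM final; 20 min, r.t.; 10 mM HEPES pH 7.5, 0.15 M NaCl, 0.01% Tween 20, 3 mM EDTA, 0.1 mM TCEP.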
Eya2 inh: Eya2 (human) phosphatase inhibition. Potency, µM (top dose mostly 76.9 µM), without a hit: top-dose activity, negative = inhibition, hits mostly inhibitors. O00167. AID 488837. 330,000 tested, 0.006% active. recombinant Eya2, OMFP fluorescence dephosphorylation (OMFP is methylfluorescein phosphate); also: potency is read from the fitted curve at half-maximal effect; % is scaled to controls: 0 for no effect and ±100 for the full control effect
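Eya2 (0.2 uM) preincubated 10 min at ambient with compound, then OMFP substrate added at 50 uM; 10 min reaction in 50 mM HEPES pH 7.5, 50 mM NaCl, 5 uM MgCl2, 0.05% BSA, 1 mM DTT. Fluorescence read at Ex 485/Em 525 nm.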
uPA surface inh: inhibitors of cell surface uPA generation; cell surface uPA generation assay, qHTS; AID 540303; 330,000 tested, 0.31% active; Potency, µM (doses to about 38.3 µM), for inactives: top-dose activity change, negative = inhibition, hits mostly inhibitors; active = well fitted inhibition curve with a large enough effect; inconclusive = small, poorly fitted or top-dose-only effect; inactive = no such curve, though single readings can be large or run the other way; tested in mouse RAW 264.7 cells; also: potency is read from the fitted curve at half-maximal effect; % is scaled to controls: 0 for no effect and ±100 for the full control effect; nearly all actives have a fitted effect of over 55% in size
Numbers without * were called inactive; ? = inconclusive; · = not tested or not shown; [ ] = dose if it differs, or a comment. Unless noted, calls follow the shape of the dose curve; as a rule, active = well fitted curve in the direction sought with a large enough effect; inconclusive = small, poorly fitted or top-dose-only effect, or another doubt; inactive = no such curve, though single readings can be large; an effect the other way counts as inactive or inconclusive. No enrichment for hits. About 3% of those tested had a hit in this group.

SMILES	Tb PFK inh	USP2a block	Chronic BCR inh	TSHR antag	B2AR arrestin	ELG1 DNA repair	TCR act	Mito fusion yeast	PTAP TSG101 blk	Eya2 inh	uPA surface inh
CCC(C)(C)NC(=O)C1CCN(c2nc(C)cc(C)n2)CC1	-10%	2%	-1%	17	0.4%	-4%	-6%	-1%	-3%	-12%	·
Cc1cc(C)nc(NC2=NCC(=O)N2c2ccc(F)c(Cl)c2)n1	14%	1%	-1%	-3	-0.1%	1%	6%	-4%	3%	-15%	2%
O=S(=O)(Nc1ccc(Br)cc1)N1CCOCC1	-8%	0%	-1%	10	-0.1%	-6%	8%	-2%	-6%	12%	-1%
Cc1ccc(CN2CCN(Cc3ccco3)CC2)cc1	-4%	2%	6%	6	-0.9%	-8%	0%	5%	-1%	3%	-11%
Nn1c(Cc2cccc3ccccc23)nnc1SCc1ccccc1Cl	-16%	3%	-2%	35	-1.1%	0%	7%[46.1 µM]	17%	-1%	8%	4%
Nc1cnn(Cc2ccc(F)cc2)c1	-9%	11%	-2%	-2	0.2%	-27%	-6%	2%	1%	2%	7%
O=C(O)/C=C/C(=O)Nc1ccccc1-c1ccccc1NC(=O)/C=C/C(=O)O	28%	5%	-13%	28	0.2%	14%	-7%[46.1 µM]	-7%	2%	6%	0%
O=C(c1ccc2c(c1)C(=O)N(Cc1ccco1)C2O)N1CCOCC1 (stereo unspecified)	0%	-1%	-4%	5	0.2%	4%	-1%	-3%	-4%	6%	7%
CC12CC(NC(=O)N1Cc1ccccc1)c1ccccc1O2 (stereo unspecified)	0%	-1%	-6%	-7	0.4%	-18%	-2%	1%	-2%	-34%	0%
CCOC(=O)Cc1csc(NC(=O)CCCC(=O)O)n1	-1%	-1%	-13%	2	0.4%	14%	4%	5%	-7%	-11%	-8%
COc1ccc(C)cc1NC(=O)C(C)N1CCOCC1 (stereo unspecified)	2%	1%	4%	2	-0.3%	0%	0%	-1%	-3%	-3%	2%
CC1=C/C(=N\NC(=O)c2ccc(O)cc2)CC1	4%	5%	?	-6	-0.9%	?	2%[46.1 µM]	-3%	1%	-4%	2%
N#Cc1c(NC(=O)C2CC(c3ccccc3Cl)=NO2)sc2c1CCC2 (stereo unspecified)	-4%	-1%	-4%	-20	-0.2%	-1%	4%	-1%	-9%	0%	-5%
CC(C)OCCCN1CC(=O)N2C(c3cccc([N+](=O)[O-])c3)c3[nH]c4ccccc4c3C[C@H]2C1=O (stereo partly specified)	0%	5%	-1%	-13	0.3%	?	8%	2%	-7%	-11%	-10%
CCCC1=C(C(=O)OCC)C(c2ccccc2OCC)NC(=O)N1C (stereo unspecified)	2%	0%	?	-11	-0.6%	?	7%	9%	-5%	8%	7%
Cc1ccc(S(C)(=O)=NS(=O)(=O)c2cccc3nsnc23)cc1 (stereo unspecified)	3%	2%	11%	10	-0.3%	24%	5%	-4%	-5%	-8%	7%
Cc1ccc(NC(=O)C2CCCN(C(=O)Nc3ccc(F)cc3)C2)cc1 (stereo unspecified)	-1%	3%	16%	21	0.1%	-6%	10%	-4%	-1%	2%	1%
O=C(COC(=O)c1ccc(Oc2ccccc2)cc1)Nc1nnc(-c2ccccc2)o1	16%	-9%	?	-3	0.0%	5%	2%	15%	-7%	-10%	-1%
Cc1ccc(NC(=O)CCn2c(=S)oc3ccccc32)cc1	-2%	2%	5%	-4	-0.4%	-19%	·	-5%	-8%	-4%	1%
Cc1ccc(N2C(=O)c3ccc(C(=O)O)cc3C2=O)c(C)c1	1%	-1%	1%	-1	-0.2%	-1%	10%[46.1 µM]	1%	-3%	-7%	1%
CCOC(=O)c1oc2c(CN3CCN(C)CC3)c(O)ccc2c(=O)c1-c1ccc(Br)cc1	0%	-6%	-1%	-3	-0.9%	22%	?	1%	1%	-1%	3%
CN(C)C(=S)Nc1cccc(F)c1	0%	4%	-5%	-4	-0.1%	2%	1%	2%	0%	-26%	15%
O=C(NCc1ccco1)C(c1cccs1)N(C(=O)Cc1cccs1)c1ccccc1 (stereo unspecified)	0%	1%	5%	56	0.8%	?	-6%	0%	-5%	11%	0%
COc1ccc(N2C(=NC(=O)C(C)Oc3ccccc3)SC3CS(=O)(=O)CC32)cc1 (stereo unspecified)	4%	4%	3%	0	-0.5%	8%	7%	1%	-3%	-4%	3%
COc1ccc(Cn2c(CCC(=O)N3CCN(c4ccccn4)CC3)nc3ncccc3c2=O)cc1	-2%	3%	2%	-5	-0.8%	?	0%	0%	-3%	7%	0%
Cc1cc(SCC(=O)OC/C(O)=C(\C#N)c2nc3ccccc3[nH]2)c(C)cc1Br	0%	2%	1%	12	-0.4%	10%	-3%	1%	2%	-6%	9%
Cc1cc2oc(=O)cc(CNc3ccccc3F)c2cc1O	15%	1%	0%	-6	-0.1%	-1%	1%	-80%[inhibitor]	-5%	3%	-3%
Cc1cccc(N2CCN(C(=O)C3CCN(S(=O)(=O)N4CCOCC4)CC3)CC2C)c1 (stereo unspecified)	3%	-4%	8%	-2	-0.3%	?	1%	-1%	-1%	-2%	12%
COc1ccc(F)cc1S(=O)(=O)N1CCN(Cc2ccc3c(c2)OCO3)CC1	5%	0%	8%	-5	-0.2%	-11%	2%	-1%	1%	-35%	5%
O=C(COc1ccccc1Cl)NC(=S)Nc1ccccc1N1CCCC1	1%	-3%	20%	2	-0.4%	0%	-1%	-17%	-3%	-24%	-3%
Cn1c(=O)cc(Nc2ccc(Cl)cc2)[nH]c1=O	0%	-1%	1%	-6	-1.1%	-12%	10%	-6%	-1%	-3%	-1%
C/C(=N\NC(=O)c1ccc(Cl)c(S(=O)(=O)Nc2ccccc2Cl)c1)c1ccncc1	-2%	1%	-9%	-19	-2.8%	-3%	4%[46.1 µM]	-1%	-4%	9%	-6%
CCOC(=O)C1CCN(C(=O)C2CCN(S(=O)(=O)c3cc(Cl)ccc3OCC)CC2)CC1	0%	0%	-7%	-2	-0.2%	-19%	-2%	2%	2%	2%	-1%
O=C(COc1ccccc1[N+](=O)[O-])Nc1ccc(CN2CCOCC2)cc1	3%	8%	-1%	7	0.5%	-2%	8%	-9%	-7%	-9%	6%
O=C(Nc1ccc(Cn2cccn2)cc1)c1ccc(COc2ccccc2Br)cc1	1%	-1%	?	-39	-0.6%	-20%	2%	-11%	1%	4%	-9%
Cc1ccc(S(=O)(=O)n2cnc(C)c2)cc1	-2%	-1%	-1%	23	0.4%	-2%	-3%	2%	-2%	1%	4%
CCOc1ccc(NC(=O)c2ccccc2CO)cc1	-2%	-4%	?	3	-1.0%	?	3%	-2%	-8%	14%	0%
